Screening results: PubChem, several laboratories
DAGLB inh – blocks human DAGLB lipase activity; HEK293T DAGLB membrane lysate, EnzChek fluorogenic substrate; Q8NCG7; AID 504411; hit rate 0.059% among 340,000; inhibition, % at 5.17 µM; in the data active means inhibition above about 34%;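 further: 0% = enzyme with vehicle and 100% = wells lacking enzyme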
SR-BI uptake up – SR-BI HDL lipid transfer activation; CHO ldlA[mSR-BI] cells, DiI-HDL uptake fluorescence, 3 h; 100 = double the neutral-control signal; activation, % at 12.5 µM; hit rate 0.096% among 320,000;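 active means mean replicate activation of at least 60% and every replicate at or above 60%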;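 further: 0% = median plate neutral-control signal and 100% = twice that signal; values of inactives mirror those of a sister screen read the other way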
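Test system: SR-BI-overexpressing, LDLR-lacking CHO cells; Also added: labelled HDL, 10 µg/mL; Measured by: bottom-read cell fluorescence after medium removal, ex 550/em 595 nm; Timing: 3 h uptake period with compound, 37 °C; Buffer or medium: F12, 0.5% BSA, 25 mM HEPES; Doses: single compound concentration, delivered by pin transfer.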
CAL PDZ FP-1 – inhibitors of human CAL PDZ peptide binding | purified CAL PDZ, TMR-peptide fluorescence polarization, 1 h | inhibition, % at 20 µM | hit rate 0.02% among 330,000 | AID 504414;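 active means highest replicate inhibition of at least 40%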;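 further: plate controls were DMSO neutral control wells for no effect and unlabeled competitor peptide control wells for full effect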
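Assay system – tagged CAL PDZ protein CerCALP, purified · Timing – 1 h at RT · Compound – single point, 20 µM · Measured by – fluorescence polarization from S- and P-plane intensities, G-factor corrected · Evaluation – inhibition from polarization loss · Probe or stimulus – TMR reporter peptide T*-PRC34 · Buffer or medium – pH 7.4 phosphate-saline buffer, reducing agent, detergent, IgG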
Keap1 Nrf2 FP – disrupts human Keap1 binding to Nrf2 peptide; AID 504523; inhibition, % at 9.4 µM; Q14145; hit rate 0.15% among 340,000; Keap1 Kelch-Nrf2 peptide fluorescence polarization, 1536-well; in the data active means inhibition above about 12%;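 further: human Keap1 Kelch domain with fluorescein labeled Nrf2 9mer peptide probe; 0% = neutral control wells and 100% = peptide positive control; higher means more block of Keap1 binding to Nrf2 peptide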
Target sequence (Q14145 whole entry, looked up, the tested form may be a part): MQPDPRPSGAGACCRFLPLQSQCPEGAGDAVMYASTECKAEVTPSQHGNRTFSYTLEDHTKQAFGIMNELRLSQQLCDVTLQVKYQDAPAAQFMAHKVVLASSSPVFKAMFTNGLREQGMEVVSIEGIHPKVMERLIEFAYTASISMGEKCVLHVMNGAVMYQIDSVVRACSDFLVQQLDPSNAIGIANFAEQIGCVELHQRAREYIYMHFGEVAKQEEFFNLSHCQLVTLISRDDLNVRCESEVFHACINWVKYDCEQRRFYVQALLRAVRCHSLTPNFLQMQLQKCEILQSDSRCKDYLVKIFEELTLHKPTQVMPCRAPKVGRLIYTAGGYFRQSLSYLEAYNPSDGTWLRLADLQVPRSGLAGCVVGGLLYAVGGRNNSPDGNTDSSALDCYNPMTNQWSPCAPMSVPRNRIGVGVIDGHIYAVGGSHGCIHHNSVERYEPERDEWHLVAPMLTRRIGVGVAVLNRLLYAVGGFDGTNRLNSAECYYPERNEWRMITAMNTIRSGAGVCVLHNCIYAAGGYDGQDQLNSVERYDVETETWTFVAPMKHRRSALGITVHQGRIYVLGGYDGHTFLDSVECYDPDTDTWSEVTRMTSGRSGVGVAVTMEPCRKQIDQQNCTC
CAL PDZ FP-2 – inhibitors of human CAL PDZ peptide binding; AID 602252; hit rate 0.92% among 300,000; Q9HD26; purified CAL PDZ, TMR-peptide fluorescence polarization, 1 h; inhibition, % at 24.9 µM;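 active means mean inhibition of at least 30% with at least half of replicates also reaching 30%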;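 further: 0% = DMSO neutral control and 100% = excess unlabeled competitor peptide PRC23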
Cardiac RTF inh – cardiac RTF calcium desensitization; P19429+P45379; IANBD-labeled cardiac RTF, Ca2+ fluorescence; inhibition, % at 7.15 µM; hit rate 0.12% among 340,000; AID 493244;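 active means inhibition above the mean inhibition of all tested compounds plus 3 SD, cut at about 17% in these data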;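 further: assay run at fixed EC70 calcium of 1.6 mM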
Rtt109 Vps75 – C. albicans Rtt109 histone acetyltransferase inhibition; purified Rtt109/Vps75, ThioGlo CoA-SH fluorescence, 4 h; inhibition, % at 34.9 µM; hit rate 0.16% among 330,000;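 active means inhibition of at least 50% in every replicate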
RTF Ca sens act – cardiac RTF calcium sensitization; IANBD-labeled TnC RTF fluorescence at EC20 calcium; 0% EC20 calcium, 100% full calcium; activation, % at 7.2 µM; hit rate 0.24% among 340,000;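 active means activation above the mean over all tested compounds plus 3 SD, cut at about 30% in these data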;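 further: rise in fluorescence read as greater calcium sensitivity of cardiac thin filaments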
PKA-R2B act – activators of human PKA-R2B complex; PKA-R2B holoenzyme dissociation, Cy5-IP20 fluorescence polarization; R2B truncated from residue 108, S112A mutant; 0% DMSO only, 100% 113 µM cGMP; activation, % at 11.4 µM; hit rate 0.079% among 340,000; AID 504700;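 active means activation above a cutoff set at the mean over all compounds plus 3 SD, cut at about 18% in these data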;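 further: higher means more holoenzyme dissociation and a rise in polarization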
Target sequence (P31323 whole entry, looked up, other chains not shown, the tested form may be a part): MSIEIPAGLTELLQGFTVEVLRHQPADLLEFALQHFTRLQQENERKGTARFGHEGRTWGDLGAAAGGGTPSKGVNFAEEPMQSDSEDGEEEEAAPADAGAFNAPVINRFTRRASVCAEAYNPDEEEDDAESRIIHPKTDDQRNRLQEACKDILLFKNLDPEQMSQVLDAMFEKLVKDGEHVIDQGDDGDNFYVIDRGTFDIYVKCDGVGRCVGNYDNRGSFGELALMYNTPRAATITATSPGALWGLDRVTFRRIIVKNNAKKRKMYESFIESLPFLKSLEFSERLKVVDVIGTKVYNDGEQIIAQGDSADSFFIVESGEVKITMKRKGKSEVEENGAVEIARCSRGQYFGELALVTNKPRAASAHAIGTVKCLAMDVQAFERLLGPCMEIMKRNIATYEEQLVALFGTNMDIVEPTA
LANA DNA inh – blocks KSHV LANA C-terminal domain binding to DNA | MBP-C-LANA/FAM-LBS DNA binding, fluorescence polarization | inhibition, % at 9 µM | AID 504423 | hit rate 0.078% among 340,000;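 active means highest replicate inhibition at or above 60% at 9 µM, even if other replicates fall short; inactive means all replicates below 60% inhibition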;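 further: 0% = neutral control wells and 100% = 4 µM acridine orange control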
Starred values were filed as active, the others as inactive; . = no result given.

SMILES | DAGLB inh | SR-BI uptake up | CAL PDZ FP-1 | Keap1 Nrf2 FP | CAL PDZ FP-2 | Cardiac RTF inh | Rtt109 Vps75 | RTF Ca sens act | PKA-R2B act | LANA DNA inh
Cn1c(SCC(=O)c2ccc3c(c2)Cc2ccccc2-3)nnc1-c1cccc(N)c1 | 2 | -36 | -1.1 | 5 | -1 | 1 | 1 | 2 | 2 | 0.8
O=[N+]([O-])c1ccc(O)c(Nc2c([N+](=O)[O-])ccc3nonc23)c1 | 21 | -15 | -0.4 | -1 | -2 | 4 | -2 | -3 | -6 | -1.3
CS(=O)(=O)c1ccc(Sc2nc3ccccc3s2)c([N+](=O)[O-])c1 | -15 | 22 | 0.2 | 2 | 2 | -1 | 4 | -4 | 16 | 0.2
CC1(C)Cc2c(sc(/N=C/N3CCCCCC3)c2C#N)C(C)(C)N1 | 2 | -17 | 0.3 | -2 | -3 | -5 | 0 | 7 | 0 | -0.8
CCCCCCCCNc1ncnc2[nH]ncc12 | 1 | 0 | -0.6 | -3 | 0 | -7 | -1 | -4 | -4 | 1.1
Cc1ccc(S(=O)(=O)Nc2ccnc3ccccc23)cc1 | 0 | 12 | -0.3 | 1 | -6 | -9 | 13 | -7 | 0 | 1.3
CC(C)C[C@H](NC(=O)C1CC(=O)N(c2ccc3c(c2)OCO3)C1)C(=O)NC1CCCC1 (stereo partly drawn) | 0 | 16 | -2.6 | 0 | -1 | -16 | -1 | 9 | 0 | 8.7
COc1ccc(N2CCN(C(=O)CSc3ncn[nH]3)CC2)cc1 | 4 | 21 | -2.0 | -1 | -2 | -1 | -2 | 2 | 1 | -0.4
COc1cccc(/C=C/C(=O)NCC2CCCCC2)c1 | -3 | 15 | -3.6 | -1 | . | -7 | 0 | 3 | -6 | -0.3
O=C(CN1CCN(c2ccccc2)CC1)Nc1ccc2c(c1)CCC2 | -3 | 16 | -3.7 | -5 | 2 | 0 | . | 6 | 3 | -0.2
CC(=O)c1ccc(N2CCN(S(=O)(=O)c3c(C(=O)N4CCCCC4)c(C)n(C)c3C)CC2)cc1 | 0 | . | -1.9 | 1 | 9 | 1 | 30 | -4 | 1 | 3.8
Cc1ccc(C(=O)CSc2nnc(-c3cccs3)n2C)o1 | -5 | 5 | -0.6 | -6 | . | -6 | -20 | 4 | 0 | -0.4
Cc1ccc(NC(=O)CCS(=O)(=O)c2ccccc2)cc1S(=O)(=O)N1CCOCC1 | -1 | 0 | -1.5 | -2 | -1 | 12 | 10 | -1 | -9 | 1.7
COc1ccc(C(=O)Nc2ccc3oc(Cc4ccc(Cl)cc4)nc3c2)cc1OC | -1 | -48 | -1.1 | 3 | . | -9 | 11 | 2 | -11 | -0.1
O=C(COC(=O)CSc1ccc2ccccc2c1Br)NC1CC1 | -1 | 9 | -2.3 | 2 | -2 | -8 | . | -3 | -12 | -0.4
Cc1cccc(C(=O)N2CCCN(C(=O)c3cccc(C)c3)CC2)c1 | -1 | -5 | -0.5 | 2 | . | -3 | 2 | -4 | 2 | 0.8
CCOc1cc(N2CCOCC2)c(OCC)cc1NC(=O)COC(=O)c1ccccc1C | 0 | -59 | -2.4 | 4 | -3 | -24 | -8 | -2 | -6 | -0.3
COCCCn1c(C(=O)NCCC2=CCCCC2)cc2c(=O)n3ccccc3nc21 | 4 | 6 | -1.0 | 3 | 7 | -7 | -31 | -4 | -6 | -0.4
COc1ccc(C(=O)NC(=S)N2CC(C)OC(C)C2)cc1 (stereo not drawn) | 1 | 28 | -0.2 | -2 | -3 | -13 | 2 | -8 | 4 | 1.0
O=S(=O)(NCc1ccco1)c1ccc(S(=O)(=O)N2CCCCC2)cc1 | -2 | 9 | -1.5 | -2 | -2 | -8 | -6 | 8 | 0 | 0.2
O=C(O)C1CCN(c2ccccc2[N+](=O)[O-])CC1 | -1 | . | 0.2 | -2 | 3 | -9 | -10 | 2 | 10 | 0.5
Nc1ncc(-c2cc3ccccc3oc2=O)s1 | 1 | -6 | -0.5 | 3 | -6 | 2 | 2 | -4 | 3 | -0.6
Cc1cc(NC(=O)c2cc(-c3ccccn3)nc3c(Cl)cccc23)no1 | 1 | -41 | -1.3 | 0 | 1 | -7 | -11 | 3 | 8 | 0.2
O=C(O)c1cc(NC(=O)C2CCCO2)cc(NC(=O)C2CCCO2)c1 (stereo not drawn) | -3 | 11 | -0.9 | -2 | -1 | -1 | 0 | -1 | 7 | -2.5
O=C(/C=C/c1ccc(S(=O)(=O)N2CCOCC2)cc1)OCC(=O)c1ccc([N+](=O)[O-])cc1 | 1 | -13 | -1.6 | -4 | 0 | 3 | 30 | -1 | -7 | 0.5
O=C(CCSc1nnc(-c2ccncc2)o1)Nc1cccc(Cl)c1 | -2 | 21 | -0.9 | 6 | -2 | -5 | -13 | 3 | 17 | -3.3
C=CCOn1c(C)c(C(C)=O)c2c3no[n+]([O-])c3ccc21 | 1 | -56 | -2.3 | 1 | 0 | -1 | . | -5 | 11 | 0.5
CCC1(O)C(=O)OCc2c1cc1n(c2=O)Cc2cc3cc(O)ccc3nc2-1 (stereo not drawn) | -8 | 13 | 0.0 | 5 | 2 | -34 | -46 | 27 | -1 | 12
COc1cccc(NS(=O)(=O)c2ccc(S(=O)(=O)N3CCOCC3)cc2)c1 | -1 | 3 | -1.3 | 0 | . | -1 | 2 | -1 | -1 | -0.7
CC(C)c1ccc(/C=C2\CC/C(=C\C=N\N(C)C)C2=O)cc1 | 5 | 5 | -0.5 | -6 | -1 | -11 | 4 | 8 | -9 | -1.1

Shown field by field: entries from further up.
O=C(O)c1cc(NC(=O)C2CCCO2)cc(NC(=O)C2CCCO2)c1 (stereo not drawn)
  DAGLB inh: -3
  SR-BI uptake up: 11
  CAL PDZ FP-1: -0.9
  Keap1 Nrf2 FP: -2
  CAL PDZ FP-2: -1
  Cardiac RTF inh: -1
  Rtt109 Vps75: 0
  RTF Ca sens act: -1
  PKA-R2B act: 7
  LANA DNA inh: -2.5
O=C(/C=C/c1ccc(S(=O)(=O)N2CCOCC2)cc1)OCC(=O)c1ccc([N+](=O)[O-])cc1
  DAGLB inh: 1
  SR-BI uptake up: -13
  CAL PDZ FP-1: -1.6
  Keap1 Nrf2 FP: -4
  CAL PDZ FP-2: 0
  Cardiac RTF inh: 3
  Rtt109 Vps75: 30
  RTF Ca sens act: -1
  PKA-R2B act: -7
  LANA DNA inh: 0.5

Next entries follow.
SMILES | DAGLB inh | SR-BI uptake up | CAL PDZ FP-1 | Keap1 Nrf2 FP | CAL PDZ FP-2 | Cardiac RTF inh | Rtt109 Vps75 | RTF Ca sens act | PKA-R2B act | LANA DNA inh
CN(c1ccccc1C(=O)NCC1CCCO1)S(C)(=O)=O (stereo not drawn) | 1 | 23 | -0.9 | -4 | 1 | -4 | -1 | 9 | -4 | 1.3
S=C1SCN(CC2CC2)CN1CC1CC1 | 0 | 11 | 1.8 | 33* | -4 | 4 | 4 | 4 | -1 | 33
Cc1c(C(=O)N2CCOCC2)c(S(=O)(=O)Nc2ccc(OC(F)(F)F)cc2)c(C)n1C | 3 | 24 | -0.7 | 1 | 12 | -6 | -12 | -1 | 10 | 0.2
c1ccc(-c2nc(N3CCOCC3)c3ccccc3n2)nc1 | -2 | 10 | -1.1 | -4 | 2 | 3 | -2 | 3 | -5 | 2.7
Cc1ccc(-c2ccnc3c(Br)c(C)nn23)cc1 | -8 | -11 | -1.3 | 1 | 0 | -2 | 7 | -10 | -7 | -2.7
CCN(CC)S(=O)(=O)c1ccc(N2CCOCC2)c(NC(=O)c2cnccn2)c1 | -2 | -4 | -1.6 | 0 | 4 | 1 | 4 | 6 | -6 | 2.1
COc1ccc([N+](=O)[O-])cc1NC(=O)CCN1CCN(CCO)CC1 | -3 | . | -0.2 | -3 | -6 | -3 | -1 | 5 | 9 | -2.7
CCC(C(=O)NCCC(C)C)N(Cc1ccccc1Cl)C(=O)c1snc(C(N)=O)c1N (stereo not drawn) | -2 | -18 | 4.5 | -3 | -1 | -1 | -1 | 5 | 3 | 0.3
CC(=O)C[C@@H](O)CC(=O)[C@H]1OC(=O)[C@H](C)C/C=C\Cc2ccccc21 | -3 | 18 | -2.8 | -7 | 2 | -4 | -6 | -3 | 3 | 1.5
CCCSc1ncccc1C(=O)O | -1 | 25 | -0.7 | 0 | . | -3 | -21 | -7 | 0 | 0.5
O=C(COC(=O)c1ccc(O)cc1)Nc1cccc(S(=O)(=O)NC2=NCCCCC2)c1 | -2 | -7 | -0.8 | 0 | 0 | -3 | -1 | -1 | 2 | -2.9
O=C(NCc1cccs1)c1ccc(CS(=O)Cc2ccccc2Cl)o1 (stereo not drawn) | 2 | -2 | -1.0 | -3 | . | 0 | -6 | 0 | -3 | 0.3
Cc1cccc(NS(=O)(=O)c2coc(C(N)=O)c2)c1C | -3 | 3 | 0.1 | -4 | -2 | -9 | -30 | 2 | 3 | 0.0
NS(=O)(=O)c1ccc(CNC(=S)NC2CC2)cc1 | 0 | 9 | -0.4 | -4 | -5 | -12 | 3 | 3 | -1 | 1.6
CCOCCCN1CN(Cc2ccccc2)CNC1=S | -1 | -2 | -1.2 | -1 | -1 | -9 | 14 | 1 | -18 | 0.6
COc1cccc(C2=NOC(C(=O)NCc3cccnc3)C2)c1 (stereo not drawn) | -1 | -7 | -0.6 | 0 | -1 | 0 | -10 | -1 | 5 | 1.7
COc1cccc(C2OC(=O)c3ccccc3N2C(C)=O)c1OC(C)=O (stereo not drawn) | 2 | 26 | . | 7 | 0 | 4 | -2 | 0 | -12 | -0.1
CC(C)CC1Nc2ncnc(N3CCN(c4ccccn4)CC3)c2N(Cc2ccc(Br)cc2)C1=O (stereo not drawn) | 3 | 24 | -2.1 | -6 | 1 | -1 | -1 | 7 | 13 | 1.7
Cc1ccc(C(=O)CC(=O)c2cccc(F)c2)c(O)c1 | -5 | -34 | -1.6 | 1 | 5 | -2 | 3 | -5 | 0 | -1.4
COc1c(Br)cc([N+](=O)[O-])c(OC)c1C(=O)NC(=O)Nc1nc(C)cc(C)n1 | -2 | -3 | 0.3 | 10 | -3 | 1 | -3 | -2 | -6 | 3.5
CCCc1nc(N)c(C#N)c(N)c1C#N | 1 | 21 | -0.8 | -4 | 12 | -7 | -2 | -3 | 3 | 0.4
CCc1cccc(C)c1NC(=O)CCCN1C(=O)NC(C)(C)C1=O | 2 | 19 | -0.2 | 3 | -6 | -7 | -2 | -5 | 1 | 0.4
COCC(=O)Nc1ccccc1C#N | 0 | -23 | -1.0 | 1 | 0 | -18 | -6 | 4 | 8 | -0.6
O=C(COc1ccc(Cl)cc1Cl)N/N=C/C1CC=CCC1 (stereo not drawn) | -2 | -2 | -0.2 | -2 | 1 | -9 | 0 | -4 | 6 | -0.6
Cc1cc(C(=O)NCC2CCCCC2)ccc1[N+](=O)[O-] | -3 | . | -2.8 | -3 | -5 | -10 | -7 | -6 | -1 | 0.2
Cc1cc(C)n(-c2cc(Oc3ccccc3)ncn2)n1 | -7 | -10 | 0.0 | -1 | -2 | -2 | -22 | -3 | 2 | 2.7

Rows were taken by chance; 1.6% or so of the library scored in one or more.
